Compound activity deposited in PubChem BioAssay by Broad Institute.
F508del corr: F508del CFTR correction, initial screen, CFBE line, single point | CFBE cells, YFP halide quenching; stimulated with forskolin plus potentiator P3; % fluorescence drop versus neutral controls | activity (quench increase), % at 7.58 µM | actives 0.36% (n = 350,000) | AID 720511, 2013;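 active = mean added fluorescence quench of at least 8% versus neutral control, with both replicates also reaching 8%; inconclusive = only one of the mean or replicate conditions met; inactive = mean below 8% and not both replicates reaching 8%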;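 note: cells transiently co-express mutant CFTR-F508del with the halide-sensitive YFP; corrector assay measuring rescue of mutant channel to the surface after 24 h compound exposure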
Xi reactivation: activators of inactive X chromosome reactivation, primary screen, imaging, XiGFP fibroblasts, GFP high-content imaging, set 2; actives 0.055% (n = 360,000); XiGFP mouse fibroblasts, % GFP-positive cells imaging, 3 d; cells co-treated with 5-aza-dC sensitizer; scaled so ellipticine positive control = 100%; activation, % at 7.58 µM;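 active = mean normalized replicate activation at least 10% and every replicate at or above 10%; inconclusive = only one of the two criteria met; inactive = mean below 10% and not all replicates reach 10%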;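 note: 0% = median of on-plate neutral control wells and 100% = ellipticine 6 µM median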
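assay system = SV40-immortalized XiGFP fibroblast cells, line 68-5-11 | buffer or medium = DMEM plus 5-aza-dC sensitizer | doses = single-point pinned compound dosing | times = 3-day compound exposure, then 15 min fixation at room temperature | benchmarks = positive control ellipticine, 6 µM final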
EWS-Fli inh: EWS/Fli-driven NR0B1 reporter inhibitors, primary screen, A673 cells, NR0B1 luciferase, luminescence, MLPCN library; viability-normalised; inhibition, % at 12.6 µM; actives 0.67% (n = 350,000); AID 651661, 2012;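 active = mean inhibition of at least 50% after viability correction, with every replicate also passing that limit; inconclusive = mean reaches 50% but only one of two replicates passes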;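 note: firefly luciferase signal divided by Alamar Blue viability fluorescence both relative to DMSO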
ARNT-TACC3 inh: disruptors of ARNT/TACC3 protein interaction, primary screen, biochemical, AlphaScreen, single concentration; AlphaScreen His-ARNT PAS-B/GST-TACC3 binding, luminescence; TACC3 fragment carries E629A point mutation; actives 0.66% (n = 390,000); inhibition, % at 9.99 µM;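 active = mean inhibition of replicates at least 50% and at least half of replicates each reaching 50%; inconclusive = half or more replicates reach 50% but mean below 50%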;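 note: 0% = complete ARNT plus TACC3 wells and 100% = ARNT alone without TACC3; many hits fall short of the cut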
INS-1E GSIS act: GLuc luminescence reporter in INS-1E cells, primary screen for activators of glucose-dependent secretion of insulin. actives 0.61% (n = 370,000). activation, % at 16.6 µM. INS-1E GLuc reporter insulin secretion, 2-3 h;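 active = lowest replicate activation of at least 40%, so every replicate reaches that level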;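 note: 0% = median of neutral control wells and 100% = median of IBMX positive control wells; some compounds called inactive have numbers as strong as hits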
ERp5 block: inhibitors of ERp5-driven insulin aggregation, primary screen, biochemical, turbidity, absorbance 650 nm, single point; actives 0.05% (n = 350,000); 90 min; inhibition, % at 9.99 µM;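 active = mean replicate inhibition above about 25%, with every replicate also reaching it, limit read from the data, passing the limit was not always enough; inconclusive = only one of those two criteria met; inactive = neither criterion met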
Target sequence (Q15084 whole entry, looked up): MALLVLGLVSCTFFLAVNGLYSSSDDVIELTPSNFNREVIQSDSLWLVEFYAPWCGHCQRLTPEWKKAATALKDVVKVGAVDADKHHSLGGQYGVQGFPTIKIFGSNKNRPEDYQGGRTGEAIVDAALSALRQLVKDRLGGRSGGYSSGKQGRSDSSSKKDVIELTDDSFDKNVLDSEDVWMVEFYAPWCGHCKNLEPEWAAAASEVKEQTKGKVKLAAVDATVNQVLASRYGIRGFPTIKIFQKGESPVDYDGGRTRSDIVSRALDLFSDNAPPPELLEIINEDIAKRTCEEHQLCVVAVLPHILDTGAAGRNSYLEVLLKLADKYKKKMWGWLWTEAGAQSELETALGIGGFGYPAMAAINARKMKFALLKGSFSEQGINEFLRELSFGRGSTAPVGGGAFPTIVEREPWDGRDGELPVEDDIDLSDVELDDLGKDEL
DENV2 CPE: inhibitors of DENV2 cytopathic effect, primary screen, cell-based, plate reader, single concentration. DENV2-infected cells, cytopathic effect rescue. CPE inhibition, % at 9.99 µM. actives 1.7% (n = 350,000); in the data active = CPE inhibition above about 20%, passing the limit was not always enough; inconclusive = no clear call, values can overlap the other calls; tested in BHK-21 cells;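 note: 0% = median of neutral control wells and 100% = median of positive control wells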
PAX8 inh HTS: inhibitors of PAX8-driven TPO luciferase reporter, primary screen, RMG-I cells, single concentration; SteadyGlo, 24 h; inhibition, % at 12.6 µM; actives 1.2% (n = 360,000);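 active = mean replicate inhibition at least 60% with every replicate also reaching 60%; inconclusive = only one of the two criteria is met; inactive = mean below 60% and not all replicates reaching 60%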;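 note: luciferase light reporting Pax8 driven TPO promoter activity; plate controls were median of neutral control wells for no effect and mitoxantrone controls for full effect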
* marks the source's active call; other numbers are inactive results. No enrichment for hits (roughly 4.2% active in at least one column).

O=C(N[C@H]1CC[C@@H](CCNC(=O)C2CC2)O[C@@H]1CO)c1ccccn1 was read as F508del corr 1.3, Xi reactivation -0.1, EWS-Fli inh -9.1, ARNT-TACC3 inh -6.1, INS-1E GSIS act 8.3, ERp5 block -0.2 and DENV2 CPE -5.8.
For CC(=O)N1CCN(CC(=O)Nc2ccc(SC(F)F)cc2)CC1 the results were Xi reactivation 0.0, ARNT-TACC3 inh -5.4, INS-1E GSIS act 23.4 and PAX8 inh HTS -14.3.
Screening C[C@@H]1CN([C@@H](C)CO)C(=O)c2cccc(NS(=O)(=O)c3cn(C)cn3)c2O[C@H]1CN(C)Cc1ccc2c(c1)OCO2 returned F508del corr -2.0, Xi reactivation -1.2, EWS-Fli inh 3.5, ARNT-TACC3 inh -9.2, INS-1E GSIS act 2.5, ERp5 block -2.5, DENV2 CPE -5.5 and PAX8 inh HTS 5.0.
CN(Cc1ccc(F)cc1)C(=O)c1cc(COc2ccc(-n3cncn3)cc2)on1 was read as F508del corr 0.3, Xi reactivation -0.1, EWS-Fli inh 0.3, ARNT-TACC3 inh -2.3, INS-1E GSIS act -40.7, ERp5 block 2.1, DENV2 CPE -0.5 and PAX8 inh HTS 19.0.
Cc1nc(C(F)(F)F)ccc1C(=O)N1CCC(C)(C(=O)NS(=O)(=O)C2CC2)C1 (stereo not drawn) was read as F508del corr 1.4, Xi reactivation 0.1, EWS-Fli inh -4.9, INS-1E GSIS act 13.0, ERp5 block -4.4, DENV2 CPE -2.6 and PAX8 inh HTS 5.0.
`CCCCn1c(C)nc2cc(S(=O)(=O)N3CCOCC3)ccc21` gave F508del corr -2.8, Xi reactivation 0.1, EWS-Fli inh 12.1, ARNT-TACC3 inh 3.3, INS-1E GSIS act 9.1, ERp5 block 0.1, DENV2 CPE -3.0 and PAX8 inh HTS -1.7.
`Cc1cccc(NC(=O)Nc2c(C)n(C)n(-c3ccccc3)c2=O)c1` gave F508del corr -2.5, Xi reactivation 0.0, EWS-Fli inh -12.4, ARNT-TACC3 inh -5.0, INS-1E GSIS act 11.2, ERp5 block 4.0, DENV2 CPE -2.4 and PAX8 inh HTS -5.5.
`Cc1cc(C)c(NC(=S)N(CCCN2CCOCC2)Cc2cccnc2)c(C)c1` gave F508del corr -3.4, Xi reactivation 0.0, EWS-Fli inh 14.0, ARNT-TACC3 inh -2.1, INS-1E GSIS act 7.6, ERp5 block 2.7 and PAX8 inh HTS -1.1.
C=CCN(C(=O)CCc1ccccc1OC)c1nc(-c2ccc(S(C)(=O)=O)cc2)cs1 was read as F508del corr 0.4, Xi reactivation 0.0, EWS-Fli inh -53.9, ARNT-TACC3 inh 0.3, INS-1E GSIS act -4.8, ERp5 block -3.1, DENV2 CPE -4.9 and PAX8 inh HTS -67.3.
O=C(Cc1ccccc1)Nc1ccc(C(=O)NCc2ccccc2)cc1 was read as F508del corr -3.2, Xi reactivation 0.1, EWS-Fli inh 2.8, ARNT-TACC3 inh -2.0, INS-1E GSIS act 24.4, ERp5 block 1.2, DENV2 CPE -2.2 and PAX8 inh HTS -4.7.
CC(=O)C1=C(O)C(=O)N(c2ccc(Br)cc2)C1c1ccc([N+](=O)[O-])cc1 (stereo not drawn) was read as F508del corr 3.5, Xi reactivation 0.3, EWS-Fli inh -10.4, ARNT-TACC3 inh -0.6, INS-1E GSIS act -32.8, ERp5 block -9.7, DENV2 CPE -4.2 and PAX8 inh HTS -27.1.
Cc1ccc(S(=O)(=O)NCc2ccccc2Br)cc1 was read as F508del corr -6.8, Xi reactivation -0.1, EWS-Fli inh -5.0, INS-1E GSIS act -19.2, ERp5 block 1.6, DENV2 CPE -4.1 and PAX8 inh HTS -15.9.
CCOc1ncccc1C(=O)OCC(=O)c1ccc(F)cc1 was read as F508del corr -3.0, Xi reactivation 0.0, EWS-Fli inh -1.2, ARNT-TACC3 inh -1.5, INS-1E GSIS act 18.5, ERp5 block 7.7, DENV2 CPE 6.9 and PAX8 inh HTS -35.2.
`CC1=CN(S(=O)(=O)c2ccc(C)cc2)C[C@@H]2[C@H]3CC[C@H](C3)[C@H]12` gave F508del corr 4.4, Xi reactivation 0.0, EWS-Fli inh -6.7, ARNT-TACC3 inh -3.8, INS-1E GSIS act -5.9, ERp5 block -6.3, DENV2 CPE 19.5 and PAX8 inh HTS 7.9.
`O=C(O)C(Cc1c[nH]c2ccccc12)NS(=O)(=O)c1ccc(Br)cc1` (stereo not drawn) gave F508del corr 2.6, Xi reactivation 0.0, EWS-Fli inh 14.7, ARNT-TACC3 inh -2.2, INS-1E GSIS act -13.5, ERp5 block -0.3, DENV2 CPE 1.8 and PAX8 inh HTS 11.1.
`CC(C)C1N(C(=O)N2CCOCC2)CCN1S(=O)(=O)c1ccccc1` (stereo not drawn) gave F508del corr 0.6, Xi reactivation 0.3, EWS-Fli inh 0.8, ARNT-TACC3 inh -3.4, INS-1E GSIS act -4.3, ERp5 block 1.1, DENV2 CPE -0.4 and PAX8 inh HTS -16.8.
C=CCNC(=O)c1ccc(CN(c2ccc(OCC)cc2)S(=O)(=O)c2ccc(C)cc2)cc1 was read as F508del corr 4.5, Xi reactivation 0.1, EWS-Fli inh 14.6, ARNT-TACC3 inh -4.7, INS-1E GSIS act -24.8, ERp5 block -0.6, DENV2 CPE -10.3 and PAX8 inh HTS 24.1.
For CCS(=O)(=O)N1CC(=O)N2[C@H](CO)[C@@H](c3ccc(C#CC4CCCCC4)cc3)[C@H]2C1 the results were F508del corr 1.6, Xi reactivation 0.0, EWS-Fli inh -8.0, INS-1E GSIS act -8.6, ERp5 block 4.5 and DENV2 CPE 15.1.
NS(=O)(=O)c1ccc(CCNc2nn3c(-c4cccc(OC(F)(F)F)c4)cnc3s2)cc1 was read as F508del corr 13.7*, Xi reactivation 0.2, EWS-Fli inh 1.7, INS-1E GSIS act 143.4*, ERp5 block -3.7, DENV2 CPE -2.2 and PAX8 inh HTS inconclusive.
Screening COc1ccc(NC(=O)c2ccc(NC(=O)CN(C)CC(=O)Nc3c(C)cccc3C)cc2)cc1 returned F508del corr 1.7, Xi reactivation 0.0, EWS-Fli inh 0.7, ARNT-TACC3 inh -0.6, INS-1E GSIS act 8.0, ERp5 block -2.1, DENV2 CPE -1.5 and PAX8 inh HTS -12.3.
For Cc1cccc(S(=O)(=O)N2CC[C@@H]3[C@H](CO)Nc4ccc(-c5ccccc5F)cc4[C@@H]32)c1 the results were F508del corr 5.9, Xi reactivation 0.1, EWS-Fli inh -5.0, ARNT-TACC3 inh 8.0, INS-1E GSIS act 6.0, DENV2 CPE -7.6 and PAX8 inh HTS 8.3.
For Oc1ccc(C=Nc2cccc3ccccc23)c(O)c1 the results were F508del corr -1.1, Xi reactivation 0.3, EWS-Fli inh -13.0, ARNT-TACC3 inh 6.9, INS-1E GSIS act -3.1, ERp5 block 1.6, DENV2 CPE -2.2 and PAX8 inh HTS 21.5.
For CC1CN(c2ccc(Oc3ccccc3)cc2)c2nc3c(c(=O)n(CC(N)=O)c(=O)n3C)n2C1 (stereo not drawn) the results were F508del corr 5.8, Xi reactivation 0.4, EWS-Fli inh 5.9, ARNT-TACC3 inh -4.7, INS-1E GSIS act 0.1, ERp5 block -6.9, DENV2 CPE inconclusive and PAX8 inh HTS 10.0.
For N#C[C@H]1[C@@H](c2ccc(C#Cc3cccc(F)c3)cc2)[C@@H](CO)N1C(=O)C1CCC1 the results were F508del corr -3.0, Xi reactivation 0.0, EWS-Fli inh -2.4, INS-1E GSIS act -8.3, ERp5 block -2.0 and DENV2 CPE -3.6.
For COc1ccc(C(N)c2csc(Nc3ccc(C(=O)NCCCO)cn3)n2)cc1 (stereo not drawn) the results were F508del corr 1.7, Xi reactivation 0.2, EWS-Fli inh 0.4, INS-1E GSIS act -31.3, ERp5 block 6.1 and DENV2 CPE 5.1.
For CC(C)(CO)NC(=O)C12CC3CC(CC(Br)(C3)C1)C2 the results were F508del corr 1.9, Xi reactivation -0.1, EWS-Fli inh 8.1, ARNT-TACC3 inh -5.5, ERp5 block -1.8, DENV2 CPE 1.1 and PAX8 inh HTS -11.1.
For CCOC(=O)C1(CC2CCCCO2)CCN(S(=O)(=O)c2cccc(F)c2)CC1 (stereo not drawn) the results were F508del corr -4.1, Xi reactivation -0.1, EWS-Fli inh -3.4, ARNT-TACC3 inh -4.0, INS-1E GSIS act -12.6, ERp5 block 6.3, DENV2 CPE 7.0 and PAX8 inh HTS -12.5.
`COc1cccc(NC(=O)CCS(=O)(=O)c2ccc(Br)cc2)c1` gave F508del corr 1.1, Xi reactivation 0.1, EWS-Fli inh 3.9, ARNT-TACC3 inh -7.2, INS-1E GSIS act -6.8, ERp5 block -1.3, DENV2 CPE -0.5 and PAX8 inh HTS -1.3.
Screening Cc1ccccc1NC(=O)C(=O)NCC1CCCN1S(=O)(=O)c1cccs1 (stereo not drawn) returned F508del corr -3.7, Xi reactivation -0.1, EWS-Fli inh -10.6, ARNT-TACC3 inh -2.1, INS-1E GSIS act 0.2, ERp5 block 2.2, DENV2 CPE 11.0 and PAX8 inh HTS -24.6.
C[C@@H]1CN([C@@H](C)CO)C(=O)c2cccc(NS(=O)(=O)c3ccc(F)cc3)c2O[C@@H]1CN(C)S(=O)(=O)c1cccs1 was read as F508del corr 0.5, Xi reactivation -1.1, EWS-Fli inh 1.1, ARNT-TACC3 inh 1.2, INS-1E GSIS act -1.5, ERp5 block -4.3 and DENV2 CPE 1.2.
CCCOc1ccc(F)cc1-c1cc(C(=O)NCc2cccs2)[nH]n1 was read as F508del corr -0.2, Xi reactivation -0.1, EWS-Fli inh 1.0, INS-1E GSIS act 18.1, ERp5 block 0.8, DENV2 CPE 4.7 and PAX8 inh HTS 19.4.
Screening C[C@@H]1CN([C@@H](C)CO)C(=O)c2cc(NS(=O)(=O)c3ccccc3)ccc2O[C@@H](C)CCCCO[C@H]1CN(C)S(=O)(=O)c1ccc(F)cc1 returned F508del corr 0.1, Xi reactivation 0.2, EWS-Fli inh -1.1, ARNT-TACC3 inh 0.6, INS-1E GSIS act -18.1, ERp5 block 7.8, DENV2 CPE -3.1 and PAX8 inh HTS -5.2.
For O=C(C1CCN(S(=O)(=O)c2cc(Cl)ccc2Cl)CC1)N1CCCC1 the results were F508del corr -2.1, Xi reactivation 0.3, EWS-Fli inh -0.7, ARNT-TACC3 inh -14.4, INS-1E GSIS act -1.3, ERp5 block 8.5, DENV2 CPE -4.7 and PAX8 inh HTS 14.3.
Screening Fc1cccc(NC(=S)N2CCc3ccccc32)c1 returned F508del corr -1.4, Xi reactivation 0.0, ARNT-TACC3 inh -4.0, INS-1E GSIS act 1.2, ERp5 block 0.0, DENV2 CPE -4.3 and PAX8 inh HTS -1.3.
Screening O=S(=O)(c1cccc(NC(=S)NCc2ccco2)c1)N1CCOCC1 returned Xi reactivation -0.1, ARNT-TACC3 inh -3.0, INS-1E GSIS act -11.1 and PAX8 inh HTS -19.4.
Screening Cc1ccc(/C=N/NC(=O)C(C)Oc2cccc3ccccc23)o1 (stereo not drawn) returned F508del corr 0.7, Xi reactivation -0.2, ARNT-TACC3 inh 9.7, INS-1E GSIS act -8.8, ERp5 block 13.9, DENV2 CPE -5.0 and PAX8 inh HTS 19.2.
Cn1c(C2=C(O)CN(Cc3ccccc3)C2=N)nc2ccccc21 was read as F508del corr 0.8, Xi reactivation 0.1, EWS-Fli inh -23.3, ARNT-TACC3 inh -4.5, INS-1E GSIS act 16.6, ERp5 block 0.6, DENV2 CPE -3.7 and PAX8 inh HTS -28.5.
